SKBR3 24h inh: SK-BR-3 proliferation inhibitors, primary screen, cell-based, human, 24 h | SK-BR-3 viability, CellTiter-Glo ATP luminescence; stronger effect = lower value | viability, % at 10 µM | 41,000 compounds, 0.47% hits | AID 847, 2007;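 active = viability at or below the median of all test compounds minus 3 SD, in both replicates if run twice, cut at about 45% in these data; inconclusive = duplicate replicates that disagree with each other; inactive = viability above that cutoff in every replicate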;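 also: 100% = median untreated cell wells and 0% = median positive control drug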
* hit, by the source's call; ? = inconclusive. Some of the compounds tested (hit frequency here may not be typical).

A first look:
Structure | SKBR3 24h inh
CCCOc1ccc(N2C(=O)CC(NCCCN3CCC(C(N)=O)CC3)C2=O)cc1 (stereo not given) | 99
CC1(C(=O)O)CCC(C(=O)NC2CCCCCC2)C1(C)C (stereo not given) | 117
CCN(CC)CCCNC(=O)C1c2ccccc2C(=O)N(C)C1c1ccc(OC)cc1 (stereo not given) | 87
Cc1cc(C)nc(NS(=O)(=O)c2ccc(NC(=O)c3cccs3)cc2)n1 | 82

All compounds of this part (from the top)
Structure | SKBR3 24h inh
CCCOc1ccc(N2C(=O)CC(NCCCN3CCC(C(N)=O)CC3)C2=O)cc1 (stereo not given) | 99
CC1(C(=O)O)CCC(C(=O)NC2CCCCCC2)C1(C)C (stereo not given) | 117
CCN(CC)CCCNC(=O)C1c2ccccc2C(=O)N(C)C1c1ccc(OC)cc1 (stereo not given) | 87
Cc1cc(C)nc(NS(=O)(=O)c2ccc(NC(=O)c3cccs3)cc2)n1 | 82
OC(COc1ccccc1)Cn1cc(Br)cn1 (stereo not given) | 75
CC(C)OC(=O)CCCN1C(=O)c2ccc(N)cc2C1=O | 63
OCCOCCNc1ncnc2c1cnn2-c1ccc(Cl)cc1 | 93
CC12CCC(C(=O)NCc3ccc4c(c3)OCO4)(CC1=O)C2(C)C (stereo not given) | 83
COc1ccc(-c2nc(C)sc2CC(=O)O)cc1 | 105
Cc1cc(NC(=O)C2CC=CCC2C(=O)O)no1 (stereo not given) | 87
CCOc1ccccc1NC(=O)C1CCCN1C(=O)OCc1ccccc1 (stereo not given) | 86
Cn1c(-n2c(CCCN3C(=O)c4ccccc4C3=O)nc3ccccc3c2=O)nc2ccccc21 | 89
COCCCNC(=O)CCCn1c(=O)c2ccccc2n(CC(=O)Nc2c(C)cccc2C)c1=O | 96
Cc1nc(N2CCN(Cc3ccc4c(c3)OCO4)CC2)nc2c1C(=O)CC(c1ccco1)C2 (stereo not given) | 111
CCOc1ccc(S(=O)(=O)N(C)C)cc1-c1nc2c(C(C)(C)C)nn(C)c2c(=O)[nH]1 | 93
CCOn1c(=O)c(-c2cc3ccccc3o2)[n+]([O-])c2ccccc21 | 85
COc1ccc(Br)cc1C1SCCN1S(C)(=O)=O (stereo not given) | 94
CC(C)CCSc1nc2c(c(=O)[nH]c(=O)n2C)n1CCc1ccccc1 | 72
Oc1c(Cl)cc(Cl)cc1CNc1ccc(Br)cn1 | 83
Cc1cccc(N(C)S(=O)(=O)c2ccc3[nH]c(=O)c(=O)[nH]c3c2)c1 | 99

Rewritten as labelled records: two of the compounds above.
> CC12CCC(C(=O)NCc3ccc4c(c3)OCO4)(CC1=O)C2(C)C (stereo not given)
  SKBR3 24h inh = 83

> Cc1cc(NC(=O)C2CC=CCC2C(=O)O)no1 (stereo not given)
  SKBR3 24h inh = 87

Next compounds.
Structure | SKBR3 24h inh
COc1cc(NS(=O)(=O)c2ccc(NC(=O)C34CC5CC(CC(C5)C3)C4)cc2)ncn1 | 91
CCOc1cccc(-c2nnc3sc(-c4ccc(C)cc4)nn23)c1 | 79
CCOC(=O)C1=C(C)NC(SCc2cc(=O)[nH][nH]2)=C(C#N)C1c1cccs1 (stereo not given) | 90
Cc1ccc2nc(NC3=NCN(Cc4cccnc4)CN3)nc(C)c2c1 | 86
NS(=O)(=O)c1cc2c(cc1Cl)NCNS2(=O)=O | 102
Cc1cc(C(F)(F)F)n2ncc(-c3ccccc3)c2n1 | 90
O=S(=O)(c1ccc(F)cc1)N(CCO)CC(O)Cn1c2ccccc2c2ccccc21 (stereo not given) | ?
COc1ccc(CN2CCCC(C(=O)N3CCCC3)C2)cc1 (stereo not given) | 98
O=C(CCCN1C(=O)c2ccccc2C1=O)Oc1ccc(F)cc1 | 98
CCN(CC)CCCN1C(=O)C(O)=C(C(=O)c2sc(C)nc2C)C1c1ccc(C)o1 (stereo not given) | 100
CCOC(=O)c1ccc(Nc2cc(C)nc3ncnn23)cc1 | 116
CCN(CCCNC(=O)CCNC(=O)Cn1ccc2ccccc2c1=O)c1ccccc1 | 77
Cc1ccc(S(=O)(=O)N(C)CC(=O)OCc2nnc(-c3ccccc3)o2)cc1 | 83
CCCn1c2c(c(O)c(C(=O)Nc3ccc(OC)cc3)c1=O)CCCC2 | 93
Cc1ccc(-c2nn(CC(=O)O)c(=O)c3ccccc23)cc1 | 102
CCOC(=O)NC1(C(F)(F)F)C(=O)NC(C)=C1C(=O)OC (stereo not given) | 92
CCOC(=O)C1CCCN(C(=O)c2ccc(CS(=O)(=O)Cc3ccccc3C)o2)C1 (stereo not given) | 72
COc1ccccc1OCC(=O)Nc1ccc(S(=O)(=O)NC(C)=O)cc1 | 110
CCOC(=O)C1CCN(C(=O)CN(Cc2ccc(Cl)cc2)S(C)(=O)=O)CC1 | 104
CC(C)COC(=O)Nc1ccccc1C(=O)N1CCOCC1 | 95

More compounds.
Structure | SKBR3 24h inh
CCCCn1nnc(NC(=O)COc2cc(C)ccc2C(C)C)n1 | 88
COc1cc(S(=O)(=O)N2CCCCC2)ccc1NC(=O)c1ccc(F)cc1 | 91
Cc1ccc(C(=O)NC2CCN(C(=O)N3CCOCC3)CC2)cc1 | 70
CCOc1cc(S(=O)(=O)Nc2ccccn2)ccc1F | 102
O=c1nc(NC2CCCC2)ccn1Cc1cccc(Br)c1 | 94
CCOC(=O)c1n[nH]c2ccccc12 | 149
CCc1nnc(NC(=O)c2cccc(S(=O)(=O)N3CCc4ccccc43)c2)s1 | 99
CC(C)C(NC(=O)OC(C)(C)C)C(=O)N1CCCC1C(=O)NC(Cc1ccccc1)C(N)=O (stereo not given) | 143
Cc1cc(N2CCCCC2)n2ncc(-c3ccc(Cl)cc3)c2n1 | 88
O=C(Nc1cc(C(=O)N2CCOCC2)ccc1N1CCCC1)c1cccs1 | 76
COc1cc2c(cc1OC)CN(Cc1cc(=O)n3cc(C)ccc3n1)CC2 | 91
COC(=O)c1cc(OC)c(OC)cc1NC(=O)c1cccnc1 | 92
CC1CCc2ccccc2N1C(=O)c1cccs1 (stereo not given) | 97
COc1cccc(Nc2c(F)c(F)c(F)c(F)c2C(=O)O)c1 | 96
Cn1c(SCc2ccccc2)nnc1C1CCCNC1 (stereo not given) | 140
c1csc(-c2cnc3ccccc3n2)c1 | 87
CC1(C)NC(=O)N(CCOCCOc2cccc(Oc3ccccc3)c2)C1=O | 85
CCN1C(=O)CC(N2CCC(C(=O)OC)CC2)C1=O (stereo not given) | 82
CNc1cccccc1=S | 84
CC(=NCc1ccco1)C1=C(O)c2ccccc2C1=O | 94

Following part.
Structure | SKBR3 24h inh
O=C(CN1CCN(C2CCCCC2)CC1)Nc1ccccc1-c1ccccc1 | 57
CC(=O)c1ccc(NC(=O)CCn2c(=O)oc3ccccc32)cc1 | 102
COc1ccc(O)c(C(=O)c2cc(C#N)c(=O)n(-c3c(C)n(C)n(-c4ccccc4)c3=O)c2)c1 | 99
COC(=O)CCc1c(C)[nH]c(C(=O)OCc2ccccc2)c1C | 114
CCOC(=O)C1CCN(C(=O)c2ccc3snnc3c2)CC1 | 102
O=C(CN1CCOCC1)Nc1ccc(C2CCCCC2)cc1 | 104
COc1ccc(S(=O)(=O)N2CCC(C(=O)NCc3ccco3)CC2)cc1 | 100
CCN(CC)S(=O)(=O)c1ccc2oc(C(=O)N3CCOCC3)c(C)c2c1 | 87
c1ccc(-c2n[nH]c3c2CCC3)cc1 | 104
Cc1cc(C)c2c(n1)nn1c(N3CCN(c4ccccn4)CC3)cc(C)nc21 | 76
CCOC(=O)C1=C(C)N=c2s/c(=C\c3ccncc3)c(=O)n2C1c1ccc2c(c1)OCO2 (stereo not given) | 65
CS(=O)(=O)Nc1ccccc1C(=O)N1CCOCC1 | 106
CCc1c(C)nc2[nH]nc(-c3ccccc3)n2c1=O | 95
CN(C)CCCN1C(=O)C(=O)/C(=C(/O)c2ccc3c(c2)OCCO3)C1c1ccco1 (stereo not given) | 87
C=CCOc1ccc(C(=O)N(Cc2ccc(N(C)C)cc2)C2CCS(=O)(=O)C2)cc1 (stereo not given) | 96
Cc1ccc(OCCN2C(=O)CSC2=O)cc1 | 97
Cc1nc(N2CCN(Cc3ccccc3)CC2)nc2c1C(=O)CCC2 | 100
Cc1[nH]nc2c1C(=O)CCC2 | 99
Nc1nc(-c2ccccc2Br)cs1 | 103
Cn1ccnc1SCC(=O)Nc1cccc2ccccc12 | 84

By substructure, the compounds so far containing a tert-butyl group.
Structure | SKBR3 24h inh
CCOc1ccc(S(=O)(=O)N(C)C)cc1-c1nc2c(C(C)(C)C)nn(C)c2c(=O)[nH]1 | 93
CC(C)C(NC(=O)OC(C)(C)C)C(=O)N1CCCC1C(=O)NC(Cc1ccccc1)C(N)=O (stereo not given) | 143

Following part.
Structure | SKBR3 24h inh
O=C(CSc1ncccc1-c1nc2ccccc2[nH]1)NC1CC1 | 179
Cc1ccc(C2=[N+]([O-])C3(CCCCC/C3=N\O)N(O)C2(C)C)o1 (stereo not given) | 108
O=C1OC2(CCCCC2)OC(=O)C1=CNc1nccs1 | 104
CCN(CC)CCN1C(=O)C(=O)/C(=C(/O)c2c(C)[nH]c(C(=O)OC)c2C)C1c1cccc(OC)c1 (stereo not given) | 96
O=C(CN1CCN(Cc2ccc3c(c2)OCO3)CC1)Nc1ccc2c(c1)OCCO2 | 78
c1csc(-c2nc3ccccc3[nH]2)c1 | 92
CSc1nnc(-c2cnccn2)n1C | 93
CCCC(C(=O)NCc1ccco1)N(C(=O)CNS(=O)(=O)c1ccccc1)c1ccccc1OC (stereo not given) | 107
NC(=O)c1ccc2c(c1)OCCO2 | 95
CC(=O)c1cccc(N(C(=O)c2ccco2)C(C(=O)NC2CCCC2)c2ccncc2)c1 (stereo not given) | 89
CCOc1ccccc1C(=O)NC1CC2CCCC(C1)N2C1CC1 (stereo not given) | 80
COC(=O)c1ccccc1NC(NC(=O)c1ccco1)C(=O)c1ccc(C)cc1 (stereo not given) | 92
Clc1ccc(-c2ccc(-c3nn4c(-c5ccco5)nnc4s3)o2)cc1 | 101
CCn1c(CCNC(=O)c2ccc(Cl)cc2)nnc1SCC(=O)NC1CCCC1 | 97
CCC(=O)c1ccc(OCC(O)Cn2cnc3ccccc32)cc1 (stereo not given) | 81
CC(C)(C)n1nnnc1CN1C2CCC1CC(NC(=O)Nc1ccccc1)C2 (stereo not given) | 94
O=C(O)c1cc(-c2ccccc2)n(-c2ccccc2C(=O)O)n1 | 87
COc1ccc(OC)c(NS(=O)(=O)c2ccc(SC)cc2)c1 | 99
CCOC(=O)c1[nH]c(=O)[nH]c1CSc1nc(C)cc(C)n1 | 89
CN1CC(=O)N(C)c2nc(Br)n(C)c2C1=O | 96

Next compounds follow.
Structure | SKBR3 24h inh
CCn1cc(Br)c(C(=O)Nc2cccc(SC)c2)n1 | 82
Cc1cccc(C(=O)Nc2ccc(CC(=O)O)cc2)c1 | 94
COCCCNC(=O)c1oc2ccc(S(=O)(=O)N(C)C3CCCCC3)cc2c1C | 88
Nc1nonc1-c1noc(CCCN2C(=O)c3ccccc3C2=O)n1 | 80
Cc1ccc(S(=O)(=O)N(CCO)Cc2cc3ccc(C)c(C)c3[nH]c2=O)cc1 | 79
COc1ccc(-c2nc(N3CCCC3)[nH]c(=O)c2C#N)cc1 | 139
Cc1c(C(=O)Nc2ccccc2N2CCOCC2)sc2nc3n(c(=O)c12)CCC3 | 95
CCCCc1ccc(Nc2nc(CCC)cc(=O)[nH]2)cc1 | 85
CCCn1c(SCC(=O)Nc2c(CC)cccc2CC)nnc1C(C)C | 104
COC(=O)c1c(C)[nH]c(C)c1-c1ccccc1Cl | 108
CCOc1ccc(N(C(C)C(=O)Nc2ccc(OC)cc2)S(C)(=O)=O)cc1 (stereo not given) | 101
CCc1ccc(C2C3=C(CC(C)(C)CC3=O)Nc3c2c(=O)[nH]c2nc(C)nn32)cc1 (stereo not given) | 98
CCc1c(C)c2ccc(OCC(N)=O)cc2oc1=O | 95
COc1cc2c(cc1OC)C(C(=O)O)C(c1cc(Br)c(O)c(OC)c1)N(C)C2=O (stereo not given) | 83
CCOc1ccc(CN2CCN(c3cc(C)nc4c5c(C)cc(C)nc5nn34)CC2)cc1 | 85
O=S1(=O)CCC(NS(=O)(=O)c2cccc3cccnc23)C1 (stereo not given) | 88
O=C(NCC1CCCO1)c1ccc2c(=O)n(CCc3ccccc3)c(=O)[nH]c2c1 (stereo not given) | 102
Cc1ccc(C(c2sc3nc(C)nn3c2O)N2CC(C)OC(C)C2)cc1 (stereo not given) | 86
CC(=O)c1nnn(-c2nc(N)nc(N(c3ccccc3)c3ccccc3)n2)c1C | 82
CCc1nc(SCC(=O)Nc2c(C)n(C)n(-c3ccccc3)c2=O)n[nH]1 | 98

(further entries)
Structure | SKBR3 24h inh
O=C(c1cc(-c2ccccn2)nc2c(Cl)cccc12)N1CCN(C(=O)C2CCCO2)CC1 (stereo not given) | 84
Cc1cccn2c(=O)c3cc(C(=O)NC4CCCCC4)c(=N)n(CCN4CCOCC4)c3nc12 | 94
O=C(CCNc1ccc(F)cc1)c1ccco1 | 80
c1cncc(Oc2cccc(Oc3cccnc3)c2)c1 | 136
O=C(/C=C/N1CCOCC1)c1cc2ccccc2o1 | 99
CCOC(=O)CNc1nc(-c2ccncc2)nc2ccccc12 | 91
COc1cccc(-n2c(C)c(C(C)=O)c(C(C)=O)c2C)c1 | 89
COc1ccc(-c2nc(C)c(C(C)=O)n2O)cc1OC | 94
COCCN(CCOC)S(=O)(=O)c1ccc(C(=O)Nc2nc(C)c(C(C)=O)s2)cc1 | 96
CCn1ncc(Br)c1C(=O)Nc1sc2c(c1C(N)=O)CCC2 | 101
COc1ccc(C2C(C#N)=C(N)OC(C(C)(C)C)=C2C#N)cc1OC (stereo not given) | 71
CCOC(=O)NCC(C)(C)CNC(=O)OCC | 98
COc1ccc(Cn2nnnc2CN2CCC(c3nc4ccccc4s3)CC2)cc1 | 93
CCCn1c(SCC(=O)Nc2nnc(CC)s2)nnc1-c1ccco1 | 121
CCn1c(CCn2ccnc2C)n[nH]c1=S | 105

From PubChem
